# CHRM4 PAM = positive allosteric modulators of human muscarinic M4 receptor; P08173; CHO-K1 hM4/Gqi5, Fluo-8 calcium fluorescence, ACh EC20; 0% = ACh EC20, 100% = maximal ACh; activation, % at 3 µM; actives 0.4% (n = 360,000);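 active = activation above its plate's cutoff, the mean activation of sample wells plus 3 SD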; also: some results filed as inactive read as strong as hits
# Target sequence (P08173 whole entry, looked up): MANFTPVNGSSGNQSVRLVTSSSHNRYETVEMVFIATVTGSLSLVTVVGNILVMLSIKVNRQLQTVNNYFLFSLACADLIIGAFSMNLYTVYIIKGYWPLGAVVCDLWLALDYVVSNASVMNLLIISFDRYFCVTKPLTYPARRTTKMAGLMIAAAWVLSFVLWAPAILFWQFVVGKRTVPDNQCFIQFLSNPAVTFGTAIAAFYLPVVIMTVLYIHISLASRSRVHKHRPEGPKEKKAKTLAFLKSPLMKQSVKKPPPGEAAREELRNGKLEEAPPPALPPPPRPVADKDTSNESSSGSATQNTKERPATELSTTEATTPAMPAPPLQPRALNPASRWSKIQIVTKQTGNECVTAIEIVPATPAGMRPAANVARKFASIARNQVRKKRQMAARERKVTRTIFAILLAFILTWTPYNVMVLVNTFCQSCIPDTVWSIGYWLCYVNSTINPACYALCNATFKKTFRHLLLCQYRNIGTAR
# TAAR1 agonist = agonists of human TAAR1. Q96RJ0. CHO RD-HGA16 TAAR1, Fluo-8 calcium fluorescence; vehicle wells 0%, saturating PEA agonist 100%. AID 624467. actives 0.99% (n = 360,000). activation, % at 3 µM;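 active = activation above the mean activation of all test compounds in the run plus 3 SD, cut at about 38% in these data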
#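 Test system: RD-HGA16 (CHO) cells co-expressing Gα16 and hTAAR1; dosing: one-point dosing at 3 µM (nominal); timing: 17-24 h seeding, 75 min 37 °C dye, 30 min RT; signal: kinetic Fluo-8 calcium fluorescence; read-out basis: % activation relative to PEA EC100 response; controls: DMSO and PEA EC100; replicates: n 1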
# CRFBP-R2 agonist = agonists of human CRF-binding protein/CRF-R2 receptor complex. AID 588473. HEK293 CRF-R2/CRF-BP, calcium dye fluorescence (FLIPR); percent of saturating CRF peptide response. activation, % at 13.2 µM. actives 0.46% (n = 350,000);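 active = activation of at least 50%, plus an integration ratio under a set limit after plate pattern correction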;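 also: plate controls were neutral control wells without compound for no effect and CRF at EC100 for full effect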
# TAAR1 antagonist = human TAAR1 antagonism; AID 624466; inhibition, % at 3 µM; Q96RJ0; CHO RD-HGA16 TAAR1, Fluo-8 calcium fluorescence, antagonist; actives 1.5% (n = 360,000);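 active = inhibition above a per-plate cutoff, the mean inhibition of test compounds on that plate plus 3 SD, cut at about 49% in these data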;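 also: 0% = DMSO plus EC80 beta-PEA response and 100% = DMSO alone without agonist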
#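 Test system – hTAAR1-expressing CHO RD-HGA16 cells, Gα16-coupled · Reagent – β-PEA at EC80 concentration, post-compound challenge · Compound dosing – 3 µM, single point · Timing – 140 s kinetic read after compound, 140 s after agonist · Detection – Fluo-8 intracellular calcium dye fluorescence, real-time kinetic reads · Control set – DMSO and EC80 PEA controls · Repeats – n of 1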
# CRFR2-BP antag = CRF-BP/CRF-R2 complex antagonism. actives 0.59% (n = 350,000). inhibition, % at 11.8 µM. HEK293 CRF-R2/CRF-BP, CRF-induced calcium fluorescence. AID 588475;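 active = inhibition of the ligand-induced calcium signal above about 50% at the single tested concentration, limit read from the data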
# CHRM5 agonist = CHRM5 agonism in calcium assay. CHO-K1 hM5 cells, Fluo-8 calcium fluorescence; 0% DMSO wells, 100% maximal acetylcholine response. activation, % at 3 µM. actives 0.19% (n = 360,000). AID 624037;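 active = activation above the run's mean over test compounds plus 3 SD, cut at about 23% in these data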;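 also: signal is peak over basal fluorescence ratio across the kinetic read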
# Target sequence (P08912 whole entry, looked up): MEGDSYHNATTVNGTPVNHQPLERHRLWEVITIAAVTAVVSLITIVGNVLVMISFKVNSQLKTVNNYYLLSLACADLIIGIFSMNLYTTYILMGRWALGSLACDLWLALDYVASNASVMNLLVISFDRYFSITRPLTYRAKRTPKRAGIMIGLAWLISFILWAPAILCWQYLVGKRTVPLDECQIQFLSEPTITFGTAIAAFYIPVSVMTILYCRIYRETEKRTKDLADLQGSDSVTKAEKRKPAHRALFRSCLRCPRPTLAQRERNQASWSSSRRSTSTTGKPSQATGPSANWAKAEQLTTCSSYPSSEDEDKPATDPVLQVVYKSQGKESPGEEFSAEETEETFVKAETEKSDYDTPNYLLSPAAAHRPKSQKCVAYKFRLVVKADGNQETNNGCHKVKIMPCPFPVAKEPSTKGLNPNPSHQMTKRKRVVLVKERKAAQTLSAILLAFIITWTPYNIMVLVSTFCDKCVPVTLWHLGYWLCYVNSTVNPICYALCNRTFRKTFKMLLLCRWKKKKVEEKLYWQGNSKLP
# M5 antag = CHRM5 antagonism in calcium assay. P08912. actives 0.59% (n = 360,000). CHO-hM5 cells, Fluo-8 calcium fluorescence, ACh EC80. inhibition, % at 3 µM;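 active = inhibition above a per-plate cutoff, the mean of that plate's test compounds plus 3 SD, cut at about 27% in these data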;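 also: 0% = acetylcholine EC80 with DMSO and 100% = DMSO without agonist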
# CHRM5 PAM = potentiates acetylcholine response at human M5 receptor | CHO-K1 hM5, Fluo-8 calcium, ACh EC20 PAM; 0% = ACh EC20, 100% = ACh EC100 | actives 0.3% (n = 360,000) | activation, % at 3 µM;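 active = activation above the run cutoff, the mean activation of all test compounds plus 3 SD, cut at about 18% in these data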
#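 System: CHO-K1 cell line with stable human muscarinic M5 receptor expression | Also added: EC20 acetylcholine as agonist stimulus | Compound: One concentration, 3 µM final (nominal) | Timing: Fluo-8 loading 80 min at 37 °C plus 30 min room temperature | Measured by: Fluo-8 calcium dye fluorescence, kinetic read | Read-out basis: % activation, ACh-normalized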
# CHO-K1 Ca PAM = counter-screen for M1 PAMs: effect in parental CHO-K1 cells. ATP EC20, Fluo-8 calcium fluorescence; 0% at ATP EC20, 100% at ATP max. activation, % at 3 µM. actives 0.02% (n = 360,000). AID 602247;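 active = activation above the run cutoff, the mean activation of all test compounds plus 3 SD, cut at about 40% in these data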;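 also: peak over basal fluorescence ratio in a 140 s read after ATP addition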
# Starred values were filed as active, the others as inactive; . = not tested or not shown. Compounds as they come. About 4.2% of those tested had a hit in this group.
SMILES,CHRM4 PAM,TAAR1 agonist,CRFBP-R2 agonist,TAAR1 antagonist,CRFR2-BP antag,CHRM5 agonist,M5 antag,CHRM5 PAM,CHO-K1 Ca PAM
CCOc1cc(/C=N/NC(=O)C(=O)NCc2cccnc2)ccc1O,1,-1,-2.6,5,0,-2,-5,1,15
CCC1=NN(C(=O)c2cccc([N+](=O)[O-])c2)C(O)(c2ccc(C)cc2)C1 (centres undefined),-3,-1,-1.4,24,14,-5,0,-1,12
CCCCC(=O)NC(=S)Nc1cccc(NC(=O)c2ccccc2)c1,3,0,-3.0,7,-18,-3,16,-11,24
CCC1CCCCN1S(=O)(=O)c1ccc(NC(=O)c2nc(S(C)(=O)=O)ncc2Cl)cc1 (centres undefined),-12,6,15,56*,-3,-1,21,-6,-12
CC(=O)c1cccc(-n2nnnc2SCC(=O)Nc2ccccc2N2CCCCC2)c1,7,10,-2.8,22,12,1,-3,2,9
CCN(CC(=O)Nc1cc(Cl)ccc1C)C(=O)Cc1ccsc1,0,4,0.2,6,-2,-1,18,-3,6
O=S(=O)(Cc1ccccc1)N1CCCC(c2nc(-c3ccc(F)cc3)no2)C1 (centres undefined),11,5,14,1,-21,-1,-2,4,1
CCOc1ccc(C(=O)NCCN(C)C)cc1,0,12,-1.4,4,-3,0,-3,7,18
CC1CCN(c2nc3c(cc2C#N)COC(C)(C)C3)CC1,-4,3,-1.8,20,-3,0,6,-1,-17
c1ccc(-c2nc(NCc3cccnc3)c3ccccc3n2)cc1,-4,.,-1.1,.,-44,1,10,-4,4

# Random excerpt: two compounds from above.
SMILES,CHRM4 PAM,TAAR1 agonist,CRFBP-R2 agonist,TAAR1 antagonist,CRFR2-BP antag,CHRM5 agonist,M5 antag,CHRM5 PAM,CHO-K1 Ca PAM
c1ccc(-c2nc(NCc3cccnc3)c3ccccc3n2)cc1,-4,.,-1.1,.,-44,1,10,-4,4
CCOc1ccc(C(=O)NCCN(C)C)cc1,0,12,-1.4,4,-3,0,-3,7,18

# The listing continues:
SMILES,CHRM4 PAM,TAAR1 agonist,CRFBP-R2 agonist,TAAR1 antagonist,CRFR2-BP antag,CHRM5 agonist,M5 antag,CHRM5 PAM,CHO-K1 Ca PAM
COc1cc(-c2cc(C(=O)Nc3ccc(N4CCOCC4)cc3)c3ccccc3n2)cc(OC)c1OC,-22,13,-2.0,72*,8,2,15,-19,10
Cn1c2nc(=O)n(-c3ccccc3)c(=O)c-2nc2c1CCCC2,-2,.,33,.,-15,1,1,0,13
CC(C)NC(=O)c1ccc(COc2cccc3ccccc23)o1,-6,1,-0.8,27,1,4,1,-6,-4
CCC(=O)C1=C(N2CCCC2)CC(C)(C)CC1=O,15,10,0.7,-5,-2,-1,3,3,23
CC(=O)N/C(=C\c1ccccc1)C(=O)NCc1ccc2c(c1)OCO2,5,0,0.0,1,3,-3,6,-3,2
CC(=O)Nc1ccc(NC(=O)C2Cc3c(-c4ccc(Cl)cc4)ccnc3O2)cc1 (centres undefined),-2,10,.,7,.,2,-6,-2,-3
CN1NC(c2ccccc2)NN(C)C1=O,6,1,.,-14,.,1,5,-3,12
O=C(O)C1=CC2C=C(Cl)C=CC2OC1=O (centres undefined),2,1,-3.6,-13,13,1,5,5,31
OC(c1ccc(Cl)c(F)c1)c1ncc(-c2ccccc2F)[nH]1 (centres undefined),-3,15,.,-11,.,3,6,2,19
Cc1ccc(S(=O)(=O)n2c3ccc(Cl)cc3c3nc(C)sc32)cc1,-10,1,-0.2,-23,-7,-4,-4,-1,18
O=C(N/N=C/c1ccc([N+](=O)[O-])cc1)c1cc(C2CC2)nc2ccccc12,-10,-1,2.6,-3,-9,-1,1,-5,13
CCOCCn1c(N2CCN(c3ccc(OC)cc3)CC2)nc2c1c(=O)[nH]c(=O)n2C,-2,10,3.4,-4,14,1,9,3,5
Nc1n[nH]c(-c2ccccc2)c1-c1ccccc1,-5,7,-0.1,10,-18,0,-4,1,10
Cc1occc(=O)c1OCc1ccccc1,-3,3,2.2,12,6,-2,1,-1,6
Cc1ccc(C(=O)NCC(=O)NCC(=O)OCc2ccc(Cl)cc2)cc1,-1,-1,-1.5,-26,10,-1,-4,4,-6
NC(=O)c1ccc(-c2nnc(Nc3ccc(S(N)(=O)=O)cc3)c3ccccc23)cc1,0,3,-0.8,-10,11,-5,2,-4,7
COc1ccc(-c2nc3c(Br)c(N)c(Br)cc3o2)cc1,29*,.,-2.9,.,20,-2,-1,10,-7
Cc1ccc(S(=O)(=O)N2C(=O)CCC2C(=O)Nc2ccc3c(c2)OCCO3)cc1 (centres undefined),-5,15,-0.1,-11,4,-1,-2,-3,13
Oc1cc(O)cc(-c2cc3ccc(O)cc3o2)c1,7,0,-1.4,-14,3,3,1,2,11
COC(=O)Nc1nnc(/C=C/c2ccccc2)s1,4,3,2.2,3,-40,0,0,4,17
COC(=O)c1ccccc1S(=O)(=O)NNC(=O)C12CC3CC(CC(C3)C1)C2,9,4,-0.1,8,-11,0,-5,-2,0
Cc1ccc(NC(=O)CS(=O)CC(=O)Nc2ccc(N3CCOCC3)cc2)cc1Cl (centres undefined),14,7,-0.6,16,3,0,-3,2,7
CCCC(C)CO (centres undefined),-2,3,8.0,-11,14,3,4,-1,4
CS(=O)(=O)Cc1cccc(C(=O)NN(c2ccccc2)c2ccccc2)c1,-3,2,-0.4,-2,-2,-3,3,-3,-9
CCN1C(=O)[C@@H]2[C@@H](c3ccc(-c4ccc(OC)cc4)c(OC)c3)N3CCC[C@@]3(C(=O)OC)[C@@H]2C1=O,6,0,-0.6,4,9,0,4,7,18
Nc1[nH]n(-c2ccccc2)c(=O)c1N=Nc1ccc2ncsc2c1,-12,6,-3.9,27,1,6,1,-11,8
CCOc1ccc(Cc2n[nH]c(=S)n2N)cc1,-2,-1,-0.6,1,4,-4,-3,2,27
N/C(=N\OC(=O)Cc1ccccc1[N+](=O)[O-])c1ccncc1,-3,6,-0.8,5,7,-1,3,1,24
Cc1ccc(SCC(=O)NCc2ccc(F)cc2)cc1,4,2,-2.4,-6,8,-6,3,6,22
Cc1cccc(NC(=O)C2CCN(S(=O)(=O)c3ccc4c(c3)NC(=O)CO4)CC2)c1C,-4,0,-0.5,-13,2,-4,1,2,-15
Cc1ccc(Nc2nc(CSc3n[nH]c(N)n3)cs2)cc1,15,-1,0.3,-42,-10,6,-2,4,1
CCCCSc1nc2[nH]ncc2c(=O)[nH]1,7,5,-0.9,9,28,0,5,2,4
Cc1ccc(S(=O)(=O)N(CC(O)CN2C(=O)NC(C)(C)C2=O)c2ccccc2)cc1 (centres undefined),0,14,-0.9,17,-7,-1,-5,-2,5
O=C(NCCCN1CCOCC1)c1ccccc1N1C(=O)[C@@H]2Cc3c([nH]c4ccccc34)C(c3ccccc3)N2C1=O (some centres undefined),1,3,.,-5,.,2,7,-4,3
O=C(COC(=O)c1nc(Cl)ccc1Cl)Nc1cccc(S(=O)(=O)N2CCOCC2)c1,0,2,-0.8,-1,8,0,8,-3,10
CN1CCCN(C(=O)c2cccc(Cl)c2)CC1,2,15,-1.0,-18,20,-1,-2,0,12
CN(C)S(=O)(=O)N1CCC(Oc2ccc(C(=O)NC3CCOC(C)(C)C3)cc2)CC1 (centres undefined),0,3,3.3,-2,-1,-4,9,-2,4
COc1ccccc1C1=NN(C(=O)c2ccccc2)C(c2ccc(Br)cc2)C1 (centres undefined),2,0,1.0,-36,-3,-3,4,-1,21
O=C(Cc1c[nH]c2ccccc12)N/N=C/c1cccc(F)c1,-7,8,0.2,16,1,-1,1,-4,18
CC(C)(C)OC(=O)[C@H](Cc1ccccc1)NC(=O)c1ncn2c1c(=O)[nH]c1ccc(Br)cc12,5,5,-1.6,37,10,1,-7,2,10

# Printed as active in CHRM4 PAM (from the list above):
SMILES | CHRM4 PAM | CRFBP-R2 agonist | TAAR1 antagonist | CRFR2-BP antag | CHRM5 agonist | M5 antag
COc1ccc(-c2nc3c(Br)c(N)c(Br)cc3o2)cc1 | 29* | -2.9 | . | 20 | -2 | -1

# An excerpt from above in order of number of heavy atoms, lowest first:
SMILES,CHRM4 PAM,TAAR1 agonist,CRFBP-R2 agonist,TAAR1 antagonist,CRFR2-BP antag,CHRM5 agonist,M5 antag,CHRM5 PAM,CHO-K1 Ca PAM
CCCCSc1nc2[nH]ncc2c(=O)[nH]1,7,5,-0.9,9,28,0,5,2,4
CN1CCCN(C(=O)c2cccc(Cl)c2)CC1,2,15,-1.0,-18,20,-1,-2,0,12
Cc1ccc(Nc2nc(CSc3n[nH]c(N)n3)cs2)cc1,15,-1,0.3,-42,-10,6,-2,4,1
O=C(Cc1c[nH]c2ccccc12)N/N=C/c1cccc(F)c1,-7,8,0.2,16,1,-1,1,-4,18
COc1ccccc1C1=NN(C(=O)c2ccccc2)C(c2ccc(Br)cc2)C1 (centres undefined),2,0,1.0,-36,-3,-3,4,-1,21
Cc1ccc(S(=O)(=O)N(CC(O)CN2C(=O)NC(C)(C)C2=O)c2ccccc2)cc1 (centres undefined),0,14,-0.9,17,-7,-1,-5,-2,5
CC(C)(C)OC(=O)[C@H](Cc1ccccc1)NC(=O)c1ncn2c1c(=O)[nH]c1ccc(Br)cc12,5,5,-1.6,37,10,1,-7,2,10

# (listing goes on)
SMILES,CHRM4 PAM,TAAR1 agonist,CRFBP-R2 agonist,TAAR1 antagonist,CRFR2-BP antag,CHRM5 agonist,M5 antag,CHRM5 PAM,CHO-K1 Ca PAM
O=C(CN1CCN(S(=O)(=O)c2cccc(Cl)c2)CC1)N1CCCCC1,10,12,-0.2,6,-5,-2,-2,4,8
Fc1ccccc1N1CCN(c2ncnc3nc[nH]c23)CC1,21,2,-1.9,-18,-5,-1,-3,5,5
O=C(CSc1nccc(=O)[nH]1)Nc1cc(C(F)(F)F)ccc1N1CCOCC1,9,1,0.2,7,-7,-2,3,1,12
CCCC(=O)Nc1ccc(S(=O)(=O)N2CCC(c3nc4ccccc4[nH]3)CC2)cc1,-1,0,2.3,-6,7,1,5,-5,-4
Cc1cccc(C)c1OCc1cc(C(=O)N2CCCCCCC2)no1,4,4,1.5,-12,17,-4,8,-2,12
Cc1cccc(NC(=O)Nc2ccncc2)c1,1,53*,3.2,15,8,4,-8,-5,22
COC(=O)c1ccc(=O)n(CC(=O)c2ccc(Cl)cc2)c1,-3,0,-1.1,15,4,-4,-12,2,8

# Screening results deposited in PubChem BioAssay by several laboratories.
